Bioassay records (PubChem BioAssay)
hIAP block – blocks human intestinal alkaline phosphatase | P09923 | purified IAP, CDP-Star luminescence, 30 min | inhibition, % at 10 µM | 0.12% of 330,000 active | AID 2544;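 active = inhibition reaching a set limit with compound at 10 µM in the primary screen, cut at about 35% in these data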;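 also: plate controls were DMSO wells with enzyme for no effect and no-enzyme buffer wells for full effect; values of inactives mirror those of a sister screen read the other way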
Target sequence (P09923 whole entry, looked up): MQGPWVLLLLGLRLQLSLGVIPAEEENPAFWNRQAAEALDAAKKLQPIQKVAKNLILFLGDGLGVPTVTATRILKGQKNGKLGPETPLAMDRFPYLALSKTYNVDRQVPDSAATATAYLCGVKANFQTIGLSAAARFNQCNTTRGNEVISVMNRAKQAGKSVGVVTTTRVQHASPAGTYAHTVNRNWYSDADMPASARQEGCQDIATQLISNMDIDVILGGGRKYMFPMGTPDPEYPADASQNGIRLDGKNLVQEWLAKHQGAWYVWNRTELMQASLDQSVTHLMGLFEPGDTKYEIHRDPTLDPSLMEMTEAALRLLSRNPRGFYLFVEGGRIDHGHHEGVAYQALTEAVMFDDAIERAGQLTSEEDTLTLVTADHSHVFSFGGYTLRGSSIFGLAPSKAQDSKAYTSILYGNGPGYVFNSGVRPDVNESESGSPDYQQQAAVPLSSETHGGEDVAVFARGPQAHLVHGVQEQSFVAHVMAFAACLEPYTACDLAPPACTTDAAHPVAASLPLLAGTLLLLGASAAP
mIAP act – mouse IAP activation; muIAP, CDP-Star luminescence, 30 min; active compounds read high; 1 = vehicle-only enzyme signal, 0 = enzyme-free wells; activation factor at 10 µM; 0.24% of 330,000 active;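 active = activation factor of at least 2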; also: the source names both 10 and 20 µM as test concentration; values of inactives mirror those of a sister screen read the other way
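Assay system: mouse IAP enzyme / Compound: DMSO-dissolved test compounds / Timing: 30 min, room temperature / Measured by: luminescence from enzymatic CDP-Star hydrolysis / Control set: DMSO-only wells, enzyme-free buffer wells as negative control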
ATG4B inhibitor – inhibitors of human ATG4B cysteine protease; ATG4B cleavage of LC3-PLA2, NBD-HPC fluorescence, 1 h; AID 504462; 0.51% of 340,000 active; inhibition, % at 8.33 µM; in the data active = inhibition above about 40%
APOBEC3A inh – blocks human APOBEC3A ssDNA deamination; AID 493011; 0.41% of 330,000 active; P31941; recombinant A3A, FAM/TAMRA ssDNA deamination fluorescence; inhibition, % at 20 µM;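 active = at least 40% inhibition at 20 µM here, with at most 30% in a related deaminase screen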;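 also: plate controls were A3A with DMSO for no effect and wells lacking A3A enzyme for full effect; some results filed as inactive read as strong as hits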
hIAP act – increases human intestinal alkaline phosphatase activity; activation factor at 10 µM; P09923; purified human IAP, CDP-Star luminescence, 30 min; active compounds read high; 1 = vehicle-only enzyme, 0 = enzyme-free background; 0.16% of 330,000 active;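 active = activation factor of the enzyme at least 2-fold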; also: the source names both 10 and 20 µM as test concentration; values of inactives mirror those of a sister screen read the other way
MIN6 prolif – induces beta-cell replication in MIN6 cells | proliferation, % at 10 µM | 0.29% of 330,000 active | MIN6 cells proliferation, ATPlite luminescence, 48 h; cells starved in 0.2% serum; 100% = growth in 10% serum | AID 2380;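 active = compounds whose signal lies at least 3.5 SD above the mean of all wells on their plate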;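 also: 0% = DMSO-treated cells in low-serum medium and 100% = 10% serum control; some compounds called inactive have numbers as strong as hits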
mIAP inh – blocks mouse intestinal alkaline phosphatase. purified mouse IAP, CDP-Star luminescence, 30 min. inhibition, % at 10 µM. 0.2% of 330,000 active. AID 2806;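 active = inhibition of at least 40% at 10 µM in the primary screen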;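 also: plate controls were DMSO with enzyme for no effect and no enzyme wells for full effect; values of inactives mirror those of a sister screen read the other way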
A3G deaminase – APOBEC3G (human) deaminase inhibition. Q9HC16. recombinant A3G, ssDNA deamination FAM/TAMRA fluorescence. inhibition, % at 20 µM. 0.28% of 330,000 active. AID 493012;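 active = inhibition of at least 40% at 20 µM, with no more than 30% in the related APOBEC3A deaminase screen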;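 also: plate controls were DMSO wells with A3G for no effect and wells lacking A3G enzyme for full effect; some compounds called inactive have numbers as strong as hits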
Target sequence (Q9HC16 whole entry, looked up): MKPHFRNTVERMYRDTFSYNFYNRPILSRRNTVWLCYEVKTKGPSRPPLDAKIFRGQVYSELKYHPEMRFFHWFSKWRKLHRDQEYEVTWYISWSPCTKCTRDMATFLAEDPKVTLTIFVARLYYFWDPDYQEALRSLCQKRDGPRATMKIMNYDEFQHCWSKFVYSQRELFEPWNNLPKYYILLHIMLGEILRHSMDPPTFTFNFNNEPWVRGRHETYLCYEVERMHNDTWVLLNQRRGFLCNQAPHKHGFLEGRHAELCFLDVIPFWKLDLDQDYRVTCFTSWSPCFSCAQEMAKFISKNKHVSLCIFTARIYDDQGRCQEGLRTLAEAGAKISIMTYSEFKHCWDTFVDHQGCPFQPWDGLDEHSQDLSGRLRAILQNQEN
MPTP block – permeability transition pore inhibition | isolated mouse mitochondria, Ca2+ swelling absorbance, 30 min | inhibition, % at 10 µM | 1.4% of 360,000 active;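 active = inhibition of 50% or more, scaled per plate between neutral and stimulator controls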;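 also: 0% = DMSO wells given calcium and 100% = 1 mM EGTA wells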
The depositor's hits bear a star; · = not tested or not shown.

SMILES	hIAP block	mIAP act	ATG4B inhibitor	APOBEC3A inh	hIAP act	MIN6 prolif	mIAP inh	A3G deaminase	MPTP block
CCn1c(SCC(=O)N2CCN(c3ccccc3)CC2)nnc1-c1c[nH]c2ccccc12	-0.4	1.05	-14.0	-1.4	1	-2.6	-4.8	-0.4	1.3
O=C(OC1CCOC1=O)C1CCN(S(=O)(=O)c2c(Cl)cccc2Cl)CC1 (configuration not stated)	-2.1	1.01	-6.1	14.2	1.02	-1.6	-0.6	-3.7	-0.8
N#Cc1ccc(C23OCCN2CCn2nc4ccccc4c23)cc1 (configuration not stated)	-1.3	1.09	-0.1	1.8	1.01	-2.4	-9.1	3.1	1.0
CC(=O)c1ccc(N2CCC(C)CC2)c(F)c1	-0.2	1.11	2.0	-1.3	1	1.7	-10.8	-11.2	0.3
CCOC(=O)C1CCN(C(=O)COC(=O)/C=C/c2ccc([N+](=O)[O-])cc2)CC1	-12.3	0.999	6.1	-1.6	1.12	-3.3	0.1	-6.0	0.1
O=C(CC1NCCNC1=O)Nc1ccc2c(c1)OCCO2 (configuration not stated)	8.8	0.87	15.3	1.7	0.912	4.0	13.0	-3.9	-2.0
Cn1[nH]c(C(F)(F)F)cc1=O	-13.4	0.943	5.3	-3.0	1.13	-0.9	5.7	-7.9	-0.3
Cc1nc2ccc(C(=O)c3ccccc3)cc2[nH]1	4.5	0.929	5.5	-2.9	0.955	-2.1	7.1	-4.3	-0.5
CCn1c(SCC(=O)Nc2ccccc2N2CCOCC2)nnc1-c1ccccc1	13.4	0.953	-19.1	-2.2	0.866	1.9	4.7	-5.3	-1.1
C=CCN1C(=O)C(CC(=O)O)SC1=Nc1c(C)n(C)n(-c2ccccc2)c1=O (configuration not stated)	-2.9	0.936	12.8	-1.0	1.03	-2.6	6.4	-0.5	-0.4
CCOC(=O)C1CCCN(C(=O)Cn2cnc3sc(C)c(S(=O)(=O)N4CCOCC4)c3c2=O)C1 (configuration not stated)	-5.5	1.03	5.2	1.9	1.05	-1.9	-3.0	2.3	-0.9
C/C(=N\NC(=S)NC1CCCCC1)c1ccc(Cl)c(Cl)c1	-17.3	0.982	-1.7	2.2	1.17	-4.3	1.8	-2.9	4.8
Cc1c(NS(=O)(=O)c2ccc3c(c2)Cc2ccccc2-3)c(=O)n(-c2ccccc2)n1C	-10.3	1.23	-2.9	-6.8	1.1	-2.7	-23.2	-2.4	-2.1
COc1ccc(CN(CC(=O)NCCc2ccccc2)C(=O)CCC(=O)Nc2ccccn2)cc1	-7.3	0.995	1.3	6.4	1.07	-1.4	0.5	-4.2	-0.6
CSc1ccccc1NC(=O)C1=COCCO1	2.4	1	4.6	-1.9	0.976	2.3	-0.5	-3.9	2.0
CSCCC(NS(=O)(=O)c1ccc(C)cc1)C(=O)N1CCN(C(c2ccccc2)c2ccccc2)CC1 (configuration not stated)	3.8	0.917	-12.7	-3.1	0.962	-6.4	8.3	-5.6	-2.1
Cc1ccc(NC(=O)CCc2ccccc2)cc1S(=O)(=O)N1CCOCC1	-0.9	1.06	2.0	1.0	1.01	-2.0	-5.7	4.2	0.5
COc1ccc(OC)c(-c2nc(C(N)=O)c3[nH]c(=O)n(-c4ccc(F)cc4)c3n2)c1	-77.6	0.979	-6.9	4.8	1.78	0.8	2.1	5.4	0.3
O=S(=O)(Nc1ccc(Oc2ncccn2)c(Cl)c1)c1ccc(F)cc1	4.7	1.16	-1.4	-0.6	0.953	-0.8	-15.6	-1.9	-1.6
CC(C)C(NC(=O)CSc1ccc(Cl)cc1)C(C)C	-10.7	1.12	-14.7	1.3	1.11	-1.7	-12.1	3.2	0.1
CC(C)Oc1ccccc1/C=N/NC(=O)c1ccc(F)cc1	11.3	1.05	-2.1	4.1	0.887	0.5	-4.8	-1.7	-0.4
O=C(N/N=C/c1cccnc1)c1ccccc1OCc1cccc(Br)c1	7.1	0.944	-9.0	-5.0	0.929	-2.6	5.6	-8.1	2.0
O=C(CSc1ccc2nnc(-c3ccc(F)cc3)n2n1)N1CCOCC1	3.7	1.08	-1.2	1.5	0.963	-0.7	-8.5	-5.7	-1.2
CC1CCCN(c2nc(N(C)c3ccccc3)nc(N)c2[N+](=O)[O-])C1 (configuration not stated)	22.0	0.811	-3.1	-1.0	0.78	-1.2	18.9	-8.0	9.0
O=c1oc2ccccc2n1CCCCCn1c(=O)oc2ccccc21	-11.3	1.04	-12.8	1.6	1.11	3.0	-3.8	-3.1	9.1
O=C(Nc1ccc2c(c1)Cc1ccccc1-2)c1ccccc1F	-10.2	1.07	-4.9	1.7	1.1	-2.0	-6.6	-0.7	3.0
COc1ccc(-c2c(NCCc3ccccc3)c(=O)c2=O)cc1	6.5	0.955	-0.1	-2.9	0.935	-1.1	4.5	-3.0	-0.3
Cc1ccc(NC(=O)C(OC(=O)c2ccc(NC(N)=O)cc2)c2ccccc2)cc1Cl (configuration not stated)	9.7	1.15	21.4	-1.7	0.903	0.0	-14.5	-8.2	7.5
Cc1cccc(C(=O)OCN2C(=O)c3ccccc3C2=O)c1[N+](=O)[O-]	41.5*	0.971	-0.9	-2.1	0.585	-1.0	2.9	-4.2	-0.6
CCOC(=O)C1=CN(Cc2cccc(F)c2)S(=O)(=O)NC1c1ccc(Br)cc1F (configuration not stated)	·	0.952	1.0	2.6	·	·	4.8	5.5	0.5
COc1ccc(NC(=O)CC2C(=O)N(C)C(=S)N2CCc2ccccc2)cc1 (configuration not stated)	3.1	1.07	32.1	2.3	0.969	-2.8	-6.6	-2.6	2.0
COCCN(Cc1cc2cc3c(cc2nc1Cl)OCO3)C(=O)Nc1ccc(F)cc1	6.6	0.974	6.7	-4.1	0.934	0.1	2.6	-7.4	11.9
CCOC(=O)c1c(OCC)[nH]c2ccc(O)cc12	0.7	1.01	-6.8	-1.4	0.993	-1.3	-1.1	-5.0	-0.8
O=C(Cc1ccccc1[N+](=O)[O-])Nc1nccs1	2.1	0.822	-1.3	1.8	0.979	-2.5	17.8	-3.6	0.4
CCc1nnc(NC(=O)CCC(=O)N2CCC(Cc3ccccc3)CC2)s1	6.8	1.03	11.8	-1.3	0.932	0.5	-2.7	-1.3	-0.4
CCn1c(N)c(C(=O)Nc2ccccc2C(=O)OC)sc1=S	-5.0	0.827	20.7	-2.2	1.05	-0.1	17.3	15.8	-1.3
CCOC(=O)Cc1csc(NC(=O)C(NC(=O)C2CCCCC2)C(C)C)n1 (configuration not stated)	0.2	1.01	0.6	-2.3	0.998	-3.6	-0.8	-4.0	1.3
O=c1cc(-c2ccc([N+](=O)[O-])cc2)c2cc3c(cc2[nH]1)OCCO3	-21.7	1.08	30.1	-5.0	1.22	-0.4	-8.4	-4.0	4.2
Cc1cc(=O)[nH]c(SCC(=O)N2CCCc3ccccc32)n1	6.6	1.06	-9.0	-6.1	0.934	2.6	-5.9	-6.0	-2.0
COc1ccc(OCC(=O)NNC(=O)c2ccccc2OCc2c(C)noc2C)cc1	-43.2	0.941	-2.3	-2.1	1.43	0.4	5.9	-8.4	1.1
CC(=O)N1CCN(S(=O)(=O)c2cccc(C(=O)Nc3ccc(C)cn3)c2)CC1	-3.7	1.06	-3.4	0.0	1.04	-2.5	-6.2	-7.5	-0.2
C=C1CC2C3CC[C@@]4(OCOC45COCO5)[C@@]3(C)C(O)CC2[C@@]2(C)CCC(=O)C=C12 (some centres not stated)	-7.0	1.12	-9.4	-2.0	1.07	-1.0	-12.3	-6.3	1.1
NC(=O)N/N=C/c1ccc(N2CCOCC2)s1	-14.3	0.856	3.2	2.3	1.14	-0.2	14.4	2.6	0.3
O=c1c2ccccc2cnn1Cc1ccc(Cl)c(Cl)c1	-9.0	0.884	11.2	-2.7	1.09	0.0	11.6	-6.8	0.1
CSc1nc(C)c(CCOCc2ccccc2)c(=O)[nH]1	-16.1	1.02	-5.9	-0.5	1.16	-3.2	-2.4	-4.8	0.4
FC(F)(F)c1ccc(-c2nnc(-c3ccccn3)c(-c3ccccn3)n2)nc1	-42.2	1.04	0.9	0.2	1.42	-0.1	-3.8	-1.8	0.8
CC12CCC(=O)C=C1CCC1C2C(=O)CC2(C)C1CCC2(O)C(=O)CO (configuration not stated)	-5.6	0.968	0.8	-6.1	1.06	5.1	3.2	-6.2	-1.3
O=S(=O)(NCCn1cccc1)c1ccc2ccccc2c1	-12.4	0.981	-15.5	-3.2	1.12	2.9	1.9	-4.4	1.7
C[n+]1c(-c2ccccc2)sc([S-])c1-c1ccccc1	23.2	0.95	-0.8	-5.1	0.768	-3.4	5.0	-9.4	7.4
CCCC[C@H]1C2=C3[C@@H](CC(C(=O)OC)=C[C@@H](C(=O)OC)[C@H]3C(C)(C)C2=O)n2c(=O)n(-c3ccccc3)c(=O)n21	12.2	0.984	-13.6	-0.1	0.878	-3.0	1.6	-11.2	0.6
CC(=O)c1ccc(OCC(O)CN(C)CCOc2ccc(Br)cc2)cc1 (configuration not stated)	-15.2	1.03	-10.8	-4.3	1.15	-2.8	-2.7	-1.9	0.9
Fc1ccc(COc2ccc(/C=N/n3cnnc3)cc2)cc1	12.7	0.999	6.6	-1.4	0.873	3.0	0.1	-4.4	-1.3

Grouped by structure, those above with fluorine.
SMILES	hIAP block	mIAP act	ATG4B inhibitor	APOBEC3A inh	hIAP act	MIN6 prolif	mIAP inh	A3G deaminase	MPTP block
CC(=O)c1ccc(N2CCC(C)CC2)c(F)c1	-0.2	1.11	2.0	-1.3	1	1.7	-10.8	-11.2	0.3
Cn1[nH]c(C(F)(F)F)cc1=O	-13.4	0.943	5.3	-3.0	1.13	-0.9	5.7	-7.9	-0.3
COc1ccc(OC)c(-c2nc(C(N)=O)c3[nH]c(=O)n(-c4ccc(F)cc4)c3n2)c1	-77.6	0.979	-6.9	4.8	1.78	0.8	2.1	5.4	0.3
O=S(=O)(Nc1ccc(Oc2ncccn2)c(Cl)c1)c1ccc(F)cc1	4.7	1.16	-1.4	-0.6	0.953	-0.8	-15.6	-1.9	-1.6
CC(C)Oc1ccccc1/C=N/NC(=O)c1ccc(F)cc1	11.3	1.05	-2.1	4.1	0.887	0.5	-4.8	-1.7	-0.4
O=C(CSc1ccc2nnc(-c3ccc(F)cc3)n2n1)N1CCOCC1	3.7	1.08	-1.2	1.5	0.963	-0.7	-8.5	-5.7	-1.2
O=C(Nc1ccc2c(c1)Cc1ccccc1-2)c1ccccc1F	-10.2	1.07	-4.9	1.7	1.1	-2.0	-6.6	-0.7	3.0
CCOC(=O)C1=CN(Cc2cccc(F)c2)S(=O)(=O)NC1c1ccc(Br)cc1F (configuration not stated)	·	0.952	1.0	2.6	·	·	4.8	5.5	0.5
COCCN(Cc1cc2cc3c(cc2nc1Cl)OCO3)C(=O)Nc1ccc(F)cc1	6.6	0.974	6.7	-4.1	0.934	0.1	2.6	-7.4	11.9
FC(F)(F)c1ccc(-c2nnc(-c3ccccn3)c(-c3ccccn3)n2)nc1	-42.2	1.04	0.9	0.2	1.42	-0.1	-3.8	-1.8	0.8
Fc1ccc(COc2ccc(/C=N/n3cnnc3)cc2)cc1	12.7	0.999	6.6	-1.4	0.873	3.0	0.1	-4.4	-1.3

Entries of single compounds, looked up by structure. Order of values: hIAP block	mIAP act	ATG4B inhibitor	APOBEC3A inh	hIAP act	MIN6 prolif	mIAP inh	A3G deaminase	MPTP block
Fc1ccc(COc2ccc(/C=N/n3cnnc3)cc2)cc1 in the list: 12.7	0.999	6.6	-1.4	0.873	3.0	0.1	-4.4	-1.3
C[n+]1c(-c2ccccc2)sc([S-])c1-c1ccccc1 in the list: 23.2	0.95	-0.8	-5.1	0.768	-3.4	5.0	-9.4	7.4

Rows were taken by chance; 3.3% or so of the library scored in one or more.
